HSF-1 act: increases HSF-1 driven luciferase reporter signal. NIH3T3-HGL HSF-1 luciferase reporter, MG132, 8 h; 100% = twice DMSO control signal. activation, % at 9 µM. 300,000 compounds, 1.7% hits. AID 504408;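 active = mean replicate activation of at least 50% with a set share of replicates each reaching 50%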;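 note: 0% = median of the neutral control wells and 100% = twice that signal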
IEC-6 tox: counter-screen for KLF5 inhibitors: cytotoxicity in IEC-6 cells; IEC-6 cytotoxicity, luminescence viability; inhibition, % at 5 µM; 290,000 compounds, 0.78% hits; AID 1825; in the data active = inhibition above about 22%;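 note: 0% = plate median of test compound wells and 100% = cytotoxic reference compound wells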
HSF1 inhib: HSF1 inhibition. AID 2098. activity change, negative = inhibition, % at 7.5 µM (by protocol). 300,000 compounds, 0.77% hits. NIH3T3-HGL HSE-luciferase, MG132-induced, luminescence 8 h; active compounds read low;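 active = more than half of replicate wells show activity change below -50%, luminescence cut by over half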;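 note: luciferase reports HSF-1 transcriptional activity via heat shock element; 0% = median of DMSO wells and -100% = zero luminescence signal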
GSK3A inh: inhibitors of human GSK-3 alpha kinase; P49840; ADP-Glo luminescence, 60 min; inhibition, % at 10 µM; 320,000 compounds, 0.1% hits; AID 2650;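 in the data active = inhibition above about 50%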;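 note: GST-tagged GSK-3 alpha with peptide substrate and 25 µM ATP; 0% = DMSO neutral wells and 100% = GW8510 positive control wells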
Target sequence (P49840 whole entry, looked up): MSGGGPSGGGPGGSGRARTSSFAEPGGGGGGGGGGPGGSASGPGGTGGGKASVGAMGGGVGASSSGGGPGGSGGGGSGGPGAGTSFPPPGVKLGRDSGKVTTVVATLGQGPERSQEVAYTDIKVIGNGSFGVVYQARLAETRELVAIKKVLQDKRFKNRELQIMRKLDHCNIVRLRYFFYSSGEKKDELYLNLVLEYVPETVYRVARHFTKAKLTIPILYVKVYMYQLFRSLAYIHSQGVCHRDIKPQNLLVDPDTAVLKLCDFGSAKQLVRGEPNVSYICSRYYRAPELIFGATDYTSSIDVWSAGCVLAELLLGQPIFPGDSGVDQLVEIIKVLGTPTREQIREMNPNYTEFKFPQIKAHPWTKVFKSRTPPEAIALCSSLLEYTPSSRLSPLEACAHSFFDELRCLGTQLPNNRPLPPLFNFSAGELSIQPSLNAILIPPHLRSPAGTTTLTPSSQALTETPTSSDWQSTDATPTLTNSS
HIF activator: HIF pathway transcriptional activation | 300,000 compounds, 0.32% hits | activation, % at 7.5 µM (by protocol) | AID 1910 | U2OS HRE-luciferase reporter, luminescence; normalized: DMSO 0%, desferrioxamine 100%;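 active = mean activation of at least 10% of the iron chelator positive control signal, with at least half of replicates also reaching 10%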
aSyn UTR inh: 5' untranslated region of α-synuclein, MLPCN primary screen. alpha-synuclein 5'UTR reporter, inhibitor activity. inhibition, % (tested at 7.5 µM). 300,000 compounds, 0.82% hits. AID 1813; in the data active = inhibition above about 60%;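 note: H4 neuroglioblastoma cells stably carrying SNCA 5'UTR luciferase fusion; 0% = DMSO wells and 100% = positive control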
GSK3B inh: human GSK3beta kinase inhibition. AID 2097. P49841. activity score (negative = inhibition), % at 10 µM. 300,000 compounds, 0.038% hits. GST-GSK3beta kinase, ADP-Glo luminescence, 60 min; active compounds read low;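 active = more than half of replicate wells score below -50%, meaning over 50% inhibition versus plate controls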;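 note: 0% = median DMSO wells and -100% = median GW8510 positive control wells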
Target sequence (P49841 whole entry, looked up): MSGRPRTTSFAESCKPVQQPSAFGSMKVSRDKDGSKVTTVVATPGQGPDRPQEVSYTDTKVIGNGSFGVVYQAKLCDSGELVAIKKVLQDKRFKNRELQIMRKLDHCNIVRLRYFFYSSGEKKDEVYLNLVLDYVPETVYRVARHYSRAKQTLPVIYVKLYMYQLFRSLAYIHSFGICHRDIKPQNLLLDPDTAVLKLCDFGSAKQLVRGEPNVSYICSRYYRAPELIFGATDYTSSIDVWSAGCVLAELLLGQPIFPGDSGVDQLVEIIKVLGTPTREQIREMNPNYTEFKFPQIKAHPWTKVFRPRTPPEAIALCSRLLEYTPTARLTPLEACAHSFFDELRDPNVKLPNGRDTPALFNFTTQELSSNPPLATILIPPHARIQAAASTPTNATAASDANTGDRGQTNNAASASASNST
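Test system – GST-tagged human GSK3beta kinase, cell-free · Incubation – 60 min enzyme reaction, room temperature · Signal – ADP-Glo luminescence · Also added – peptide substrate and ATP at 25 µM · Controls – DMSO neutral wells and GW8510 at 20 µM as positive · Buffer or medium – Tris/MgCl2 kinase buffer · Measure – Luminescence-derived activity versus plate DMSO and GW8510 wells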
HSP90 inh: blocks HSP90-mediated luciferase refolding in reticulocyte lysate. inhibition, % at 5.6 µM. Rabbit reticulocyte lysate, luciferase refolding luminescence, 3 h. 290,000 compounds, 0.91% hits;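 active = inhibition above the screen-wide mean plus 3 SD, computed separately per campaign, cut at about 16% in these data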;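 note: 0% = DMSO wells and 100% = 60 µM geldanamycin wells; inhibitors lower the luminescence because luciferase stays unfolded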
AI-2 QS modul: Vibrio harveyi AI-2 quorum sensing modulation | Vibrio harveyi JMH597 AI-2 luminescence/OD600 ratio, 9 h; active compounds read low; strain lacks LuxN and CqsS sensors; 0 = neutral-control median | activity change, % at 7.5 µM | 300,000 compounds, 0.4% hits; in the data active = activity change below about -75%, passing the limit was not always enough;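 note: luminescence divided by OD600 gain over 9 h not by final OD600 alone; inactives centre near 13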
KLF5 inhibitor: suppresses KLF5 promoter-driven expression | AID 1700 | 290,000 compounds, 0.23% hits | inhibition, % at 5 µM | DLD-1 KLF5 promoter-luciferase reporter, luminescence;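 active = inhibition above a per-plate limit of that plate's mean compound inhibition plus 3 SD, cut at about 60% in these data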;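 note: 0% = DMSO wells and 100% = LY294002 at 200 µM; higher means less KLF5 promoter-driven luciferase light; inactives centre near -14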
An asterisk follows results filed as active; / = not tested or not shown.

SMILES	HSF-1 act	IEC-6 tox	HSF1 inhib	GSK3A inh	HIF activator	aSyn UTR inh	GSK3B inh	HSP90 inh	AI-2 QS modul	KLF5 inhibitor
Cc1cccc(NC(=O)c2ccc(S(=O)(=O)N3CCCC3)cc2)c1C	9	-6	1	-1	-0.2	8	3	-1	14	-19
CN(C)c1ccc(C2N(C)C(=O)c3ccccc3N2C)cc1 (centres undefined)	3	-5	-2	-4	-0.4	-12	2	5	10	-24
Cc1ccccc1OCC(=O)NNC=O	-14	1	-5	-2	1.1	-4	2	-1	0	-28
S=c1sc2c(N3CCOCC3)ncnc2n1-c1ccccc1	19	-3	-1	6	0.6	-14	1	0	21	-20
Cn1c(=O)c2c(ncn2CC(=O)Nc2cccc(S(=O)(=O)Nc3ccccc3F)c2)n(C)c1=O	-56	-2	-39	-3	-1.2	-17	-3	-3	9	-26
Cc1occc1C(=O)N1CCC2(CCCN(Cc3ccc(F)c(F)c3)C2)C1 (centres undefined)	-6	3	14	-2	-0.2	-8	-4	2	2	-15
Cc1cc(=O)oc2c3c(cc(OCC(=O)N4CCC[C@H]4C(=O)O)c12)OC(C)(C)CC3	-2	-5	-3	2	0.2	16	0	-4	30	12
CN=C(Nc1ccccc1OC)SC1CC(=O)N(c2ccc(C(=O)OC)cc2)C1=O (centres undefined)	32	-4	3	1	-0.1	13	1	0	19	-8
O=C(Nc1ccon1)c1cc2c(s1)CCCC2	35	6	12	1	2.0	-113	-5	3	7	-146
COc1ccc2c(C)cc(SCc3c(C)noc3C)nc2c1	20	1	16	0	-0.3	15	5	0	-2	11
O=C(C1CCN(c2nnc(-n3cccc3)s2)CC1)N1CCN(Cc2ccc3c(c2)OCO3)CC1	-3	-4	-1	/	0.1	8	1	-2	29	-18
COc1ccc(CC(=O)n2[nH]c(=O)ccc2=O)cc1OC	0	0	1	-1	0.0	-12	2	1	56	-11
CCOc1ccc(NC(=O)CN2C(=O)COc3ccccc32)cc1	-2	6	0	-2	-1.3	-2	-3	-1	-7	-24
Nn1c(Cc2ccccc2F)nnc1SCn1nnc2ccccc2c1=O	11	-5	5	-4	0.0	-5	-1	-3	34	-18
Cc1ccccc1CSCc1nc(N)nc(Nc2ccccc2C)n1	22	-5	21	0	1.3	-52	-4	-3	15	-44
CC(=O)/C(=N\Nc1ccc(Cl)cc1Cl)Sc1nnc(-c2ccccc2)n1-c1ccccc1	-5	-6	-7	-2	-0.3	-2	0	-8	23	-35
COCCn1c(SCC(=O)Nc2ccccc2C(F)(F)F)nc2ccccc2c1=O	-49	2	-36	8	-21	1	0	4	22	-13
COc1cccc(CN(C)C(=O)CNC(=O)c2sc3ccccc3c2Cl)c1OC	8	/	9	0	-1.0	0	1	/	9	/
O=C(Cn1c(=O)cnc2ccccc21)NC1CCC(O)CC1 (centres undefined)	-19	/	-2	1	1.8	3	-3	/	-7	/
Cc1cc(NC(=O)COc2ccc(F)c(Cl)c2)no1	2	-1	-1	1	-0.1	0	-4	-2	37	-14
CCN(C(=O)COC(=O)c1c(C)c(-c2ccccc2)nc2ccccc12)C1CCS(=O)(=O)C1 (centres undefined)	3	6	7	-3	0.2	-15	-4	2	11	4
CC(=O)Nc1cc(C(=O)N2CCOCC2)ccc1S(=O)(=O)c1ccc(C)cc1	-6	-7	-6	-4	-0.4	3	1	1	11	-30
Cc1cc[n+](CC(=O)c2ccc3c(c2)OCCO3)cc1	-24	0	0	-1	0.1	6	-1	0	5	-1
CN(C)CCCNc1oc(/C=C/c2ccccc2)nc1C#N	13	-2	6	1	1.3	-88	1	-2	11	-6

12 compounds from above, arranged by SMILES length, lowest first:
SMILES	HSF-1 act	IEC-6 tox	HSF1 inhib	GSK3A inh	HIF activator	aSyn UTR inh	GSK3B inh	HSP90 inh	AI-2 QS modul	KLF5 inhibitor
O=C(Nc1ccon1)c1cc2c(s1)CCCC2	35	6	12	1	2.0	-113	-5	3	7	-146
Cc1cc(NC(=O)COc2ccc(F)c(Cl)c2)no1	2	-1	-1	1	-0.1	0	-4	-2	37	-14
COc1ccc2c(C)cc(SCc3c(C)noc3C)nc2c1	20	1	16	0	-0.3	15	5	0	-2	11
Cc1ccccc1CSCc1nc(N)nc(Nc2ccccc2C)n1	22	-5	21	0	1.3	-52	-4	-3	15	-44
Cc1cc[n+](CC(=O)c2ccc3c(c2)OCCO3)cc1	-24	0	0	-1	0.1	6	-1	0	5	-1
COc1ccc(CC(=O)n2[nH]c(=O)ccc2=O)cc1OC	0	0	1	-1	0.0	-12	2	1	56	-11
CCOc1ccc(NC(=O)CN2C(=O)COc3ccccc32)cc1	-2	6	0	-2	-1.3	-2	-3	-1	-7	-24
COc1cccc(CN(C)C(=O)CNC(=O)c2sc3ccccc3c2Cl)c1OC	8	/	9	0	-1.0	0	1	/	9	/
CC(=O)Nc1cc(C(=O)N2CCOCC2)ccc1S(=O)(=O)c1ccc(C)cc1	-6	-7	-6	-4	-0.4	3	1	1	11	-30
CC(=O)/C(=N\Nc1ccc(Cl)cc1Cl)Sc1nnc(-c2ccccc2)n1-c1ccccc1	-5	-6	-7	-2	-0.3	-2	0	-8	23	-35
O=C(C1CCN(c2nnc(-n3cccc3)s2)CC1)N1CCN(Cc2ccc3c(c2)OCO3)CC1	-3	-4	-1	/	0.1	8	1	-2	29	-18
CCN(C(=O)COC(=O)c1c(C)c(-c2ccccc2)nc2ccccc12)C1CCS(=O)(=O)C1 (centres undefined)	3	6	7	-3	0.2	-15	-4	2	11	4

A second format for some results above.
Compound,HSF-1 act,IEC-6 tox,HSF1 inhib,GSK3A inh,HIF activator,aSyn UTR inh,GSK3B inh,HSP90 inh,AI-2 QS modul,KLF5 inhibitor
Cc1ccccc1CSCc1nc(N)nc(Nc2ccccc2C)n1,22,-5,21,0,1.3,-52,-4,-3,15,-44
CC(=O)/C(=N\Nc1ccc(Cl)cc1Cl)Sc1nnc(-c2ccccc2)n1-c1ccccc1,-5,-6,-7,-2,-0.3,-2,0,-8,23,-35

Next structures follow:
SMILES	HSF-1 act	IEC-6 tox	HSF1 inhib	GSK3A inh	HIF activator	aSyn UTR inh	GSK3B inh	HSP90 inh	AI-2 QS modul	KLF5 inhibitor
CO/N=C/C=C1/N(C)c2ccccc2C1(C)C	7	0	-12	1	-1.8	24	3	-2	23	-26
Cc1cccc(NC(=O)CN2C(=O)COc3ccc(Cl)cc32)c1C	15	7	2	0	-0.2	1	5	1	15	-21
CSc1nnc(C)c(=O)n1COC(=O)COc1ccccc1C	-9	-1	-8	-1	-0.4	2	2	0	15	12
Cc1cc(C)n2nc(C(=O)Nc3ccc4c(c3)CCC4)nc2n1	10	0	2	-3	3.5	-101	1	0	25	-14
O=C(O)c1ccc2c(=O)n3c(nc2c1)/C(=C/c1ccc(Cl)c([N+](=O)[O-])c1)CC3	-5	-8	0	4	-0.6	-4	-3	-3	26	3
O=C(Cn1cnc2ccccc21)N/N=C/c1cccc([N+](=O)[O-])c1	3	-1	-4	-1	0.2	14	1	0	25	-53
c1ccc(-n2ncc3c(NCCCN4CCOCC4)ncnc32)cc1	39	5	13	7	2.2	-97	-5	3	14	-98
O=C1CN(C(=O)CSc2nnc(-c3ccccc3)n2Cc2ccc3c(c2)OCO3)c2ccccc2N1	-27	-8	-5	0	0.7	-46	-5	3	-2	-45
Clc1ccccc1N1CCN(Cc2ccco2)CC1	9	-3	9	-1	-3.6	-9	0	-4	19	0
Fc1ccccc1Cc1noc(CN2CCCC(CN3CCOCC3)C2)n1 (centres undefined)	-9	6	-6	-3	0.5	-2	4	4	4	-33
CCc1c(C)nc2cc(-c3ccc(Cl)cc3)[nH]n2c1=O	39	5	14	-3	3.8	-98	/	4	/	-134
COc1cc(OC)cc(C(=O)NCCNc2nc3cc(C)cc(C)c3cc2C#N)c1	15	3	12	1	1.2	27	4	-3	-4	-25
CCOC(=O)C(NC(C)=O)(Nc1ccc(S(=O)(=O)Nc2nccs2)cc1)C(F)(F)F (centres undefined)	15	-4	-1	-2	0.2	-11	-2	-2	16	-6
Cc1cnc(C(=O)N2CCN(c3ccc(C(F)(F)F)cn3)CC2)cn1	3	0	0	-3	0.3	-4	1	-1	26	-7
O=C(CCCN1C(=O)c2ccccc2C1=O)NC1CCCCCC1	-6	-4	-2	-5	-0.4	5	1	0	25	2
CCCOc1ccccc1N/C(=N\S(=O)(=O)c1ccc(C)cc1)Nc1nc(C)cc(C)n1	8	-4	6	-2	-0.3	23	0	-1	2	11
O=C(CSc1nnc2ccccn12)NNC(=O)c1ccc(Br)cc1	4	2	0	-3	0.2	0	0	4	10	1
COC(=O)CCN(C(=O)c1ccc(C)c([N+](=O)[O-])c1)c1ccccn1	5	-2	-11	2	-0.7	2	0	-1	18	-7
COc1ccc([C@H]2[C@H]3C=CC[C@@H](C)[C@@H]3C(=O)N2Cc2ccccc2)cc1Cl	26	/	9	2	-0.7	6	0	/	14	/
O=C(CN1CCC(n2nnc3cc(F)ccc32)CC1)NNC(=O)c1ccccc1	/	-2	/	-3	-0.4	22	-1	0	21	3
O=C(COc1nsnc1N1CCOCC1)N/N=C/c1ccccc1O	3	-5	-6	/	2.2	13	-6	-4	25	-19
CCCNC(=O)NS(=O)(=O)c1ccc(Cl)cc1	3	0	-5	-6	0.4	-22	0	-2	40	-13
CS(=O)(=O)N1CCN(C2Cc3ccccc3C2)CC1	6	4	-8	-3	0.1	1	-1	4	25	-11
CCN(CC)CCC(=O)N1c2ccccc2Sc2ccc(NC(=O)OC)cc21	16	2	17	2	0.0	-20	3	3	0	-41
COc1ccccc1NC(=O)c1ccc(N2CC3CC(C2)c2cccc(=O)n2C3)c(NC(=O)c2ccncc2)c1 (centres undefined)	-66	2	-57*	-1	0.5	-13	-3	1	20	-12
COc1ccc(N(CC(=O)Nc2ccc3c(c2)OCO3)S(=O)(=O)c2ccccc2)cc1OC	10	5	1	-1	-0.6	-20	3	-5	1	-5
COc1ccc(N2CCN(C3CCCN(Cc4cccc(C)c4)C3)CC2)cc1 (centres undefined)	2	2	-4	-2	-1.0	-2	2	0	8	-17
CCOC(=O)C1CCN(C(=O)CCNC(=O)c2ccccc2OC)CC1	-15	5	-12	-2	0.2	-1	-4	-2	17	-28
Nc1ccn(Cc2ccccc2)n1	15	-7	-3	-3	-60	15	-1	-2	22	-5
CCC(C)NC(=O)CSc1nc2c(sc3ccccc32)c(=O)n1CCCN1CCOCC1 (centres undefined)	-10	-2	0	-1	0.1	-23	-3	1	21	-26
CC(=O)Nc1ccc(C(=O)N/C(=C\c2ccccc2)C(=O)Nc2cccc(C(=O)O)c2)cc1	/	-2	/	-2	/	0	5	4	12	-6

Screens (PubChem)
